# TcdB inh: inhibitors of Clostridioides difficile toxin B glycohydrolase. P18177. TcdB glycohydrolase enzymatic assay, plate reader. inhibition, % at 9.99 µM. 350,000 compounds, 0.24% hits. AID 652162; in the data active = inhibition above about 10%
# DUSP3 inh: inhibitors of human VHR1 phosphatase (DUSP3) | inhibition, % at 13.3 µM | 290,000 compounds, 0.52% hits | P51452 | AID 1654 | recombinant VHR phosphatase, pNPP absorbance; in the data active = inhibition above about 50%; note: some compounds called inactive have numbers as strong as hits
# Target sequence (P51452 whole entry, looked up): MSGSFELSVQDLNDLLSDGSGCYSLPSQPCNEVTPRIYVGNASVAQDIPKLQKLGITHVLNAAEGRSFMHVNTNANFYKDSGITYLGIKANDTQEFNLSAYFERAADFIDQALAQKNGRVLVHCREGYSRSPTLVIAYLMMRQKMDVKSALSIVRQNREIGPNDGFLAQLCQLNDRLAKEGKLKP
# PriA SSB inh: K. pneumoniae PriA-SSBct interaction inhibition; AlphaScreen SSBct-PriA binding, biotinylated peptide; inhibition, % at 33 µM; 430,000 compounds, 0.6% hits; AID 1272365; in the data active = inhibition mostly above about 37%, no sharp cut-off; inactive = mostly below about 20%;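 note: plate controls were negative control peptide for no effect and reference peptide for full effect; strong numbers were not always called active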
# Y pestis TopoI: Y. pestis Topo-I inhibition via cleavage products. Y. pestis Topo-I cleavage product accumulation, plate reader. activity, % at 10 µM. 360,000 compounds, 0.064% hits; in the data active = activity above about 50%, passing the limit was not always enough; inconclusive = no clear call, values can overlap the other calls; note: inactives centre near 2
# BH1578 lux ind: inducers of Vibrio cholerae quorum light production without autoinducers; V. cholerae BH1578 lux reporter, luminescence, 6 h; activation, % at 18.7 µM; 350,000 compounds, 0.16% hits; in the data active = activation mostly above about 9.7%, no sharp cut-off; inconclusive = no clear call, values can overlap the other calls; inactive = mostly below about 3.7%; note: not every result past the cut was called active; inactives centre near 0; reference of the scale not given here
# Anthrax LF inh2: inhibitors of Bacillus anthracis lethal factor protease; 360,000 compounds, 0.12% hits; P15917; AID 588501; inhibition, % at 10 µM; multiplex microsphere protease cleavage assay, LF; in the data active = inhibition above about 30%; inconclusive = no clear call, values can overlap the other calls; note: plate controls were buffer without enzyme for full effect and enzyme alone for no effect
# MazEF act: activators of E. coli MazEF toxin-antitoxin RNase. P0AE70. FAM/BHQ RNA-DNA oligo cleavage fluorescence, 5 h. activation, % at 20 µM. 350,000 compounds, 0.32% hits. AID 504720; in the data active = activation above about 50%
# Target sequence (P0AE70 whole entry, looked up): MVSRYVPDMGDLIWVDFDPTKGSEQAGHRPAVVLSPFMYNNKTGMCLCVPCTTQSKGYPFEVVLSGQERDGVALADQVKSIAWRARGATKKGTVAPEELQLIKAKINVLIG
# Rv3671c protease: inhibits the M. tuberculosis serine protease Rv3671c; 320,000 compounds, 0.048% hits; inhibition, % at 5.96 µM; P9WHR9; in the data active = inhibition above about 38%;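 note: extracellular domain of Rv3671c used as enzyme; 0% = enzyme with DMSO and 100% = no enzyme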
# Target sequence (P9WHR9 whole entry, looked up, the tested form may be a part): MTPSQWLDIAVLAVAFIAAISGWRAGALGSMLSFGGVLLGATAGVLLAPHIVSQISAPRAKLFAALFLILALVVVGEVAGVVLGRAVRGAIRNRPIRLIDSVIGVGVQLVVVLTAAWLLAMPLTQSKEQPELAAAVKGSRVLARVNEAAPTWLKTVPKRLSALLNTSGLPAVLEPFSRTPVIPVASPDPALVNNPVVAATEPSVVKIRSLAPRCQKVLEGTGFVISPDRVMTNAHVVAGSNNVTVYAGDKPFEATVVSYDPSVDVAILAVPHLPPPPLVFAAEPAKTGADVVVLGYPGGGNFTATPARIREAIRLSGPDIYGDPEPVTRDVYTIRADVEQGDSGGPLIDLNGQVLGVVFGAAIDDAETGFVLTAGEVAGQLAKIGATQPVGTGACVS
# SARS 3CLpro inh: SARS-CoV 3CLpro protease inhibition; inhibition, % at 6 µM; recombinant SARS-CoV 3CLpro, quenched FRET peptide cleavage; 290,000 compounds, 0.14% hits; P0C6X7; in the data active = inhibition above about 12%
# PfHsp40 rescue: compounds rescuing yeast from Plasmodium falciparum HSP40 toxicity | S. cerevisiae expressing PfHsp40, growth rescue, ATP luminescence | growth rescue, % at 12.5 µM | 340,000 compounds, 0.68% hits | AID 504582; in the data active = growth rescue above about 28%, passing the limit was not always enough; inconclusive = no clear call, values can overlap the other calls;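 note: yeast W303a lacking pdr1 and pdr3 grown in galactose medium; growth measured after three days at 30 °C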
# * = called active by the depositor; i = inactive; ? = inconclusive; · = no result given; & = joins results of further samples.
SMILES,TcdB inh,DUSP3 inh,PriA SSB inh,Y pestis TopoI,BH1578 lux ind,Anthrax LF inh2,MazEF act,Rv3671c protease,SARS 3CLpro inh,PfHsp40 rescue
CCc1c(C)nc2ncnn2c1N1CCN(S(=O)(=O)c2ccc(OC)cc2)CC1,0.0,22,-15,2,0.0,-2,-1,0,2,0.5
CSc1ccccc1NC(=O)c1ccc(N2CC3CC(C2)c2cccc(=O)n2C3)c(NC(=O)c2cccnc2)c1 (stereo unspecified),1.4,-20,-6,15,5.9,0,7,2,0,-0.5
COc1c(Cl)cc(Cl)cc1/C=N/n1cnnc1,·,33,·,12,i,-4,-1,-2,8,0.2
Cc1ccnc(NC(=O)CCC(=O)N(CC(=O)NCc2ccccc2)Cc2ccccc2)c1,-0.3,10,-10,16,-0.5,-7,1,-3,-1,2.2
COc1cc2c(cc1OC)C(Nc1ccc(S(N)(=O)=O)cc1)=NC(C)(C)C2,2.0,-4,-1,-1,-5.9,0,5,2,0,-1.8
O=C(NCCc1ccccn1)c1n[nH]c(=O)c2ccccc12,·,2,3,5,i,-1,6,0,-2,-0.2
COc1cc(Cl)cc(CN2CCC(CCC(=O)NC3CC3)CC2)c1OC,1.3,4,-8,8,i,-15,6,0,0,-1.1
COc1cccc(O)c1CN1CCC(Oc2ccc(C(=O)NCc3ccccn3)cc2)CC1,-0.4,29,0,3,-1.8,1,5,0,-5,0.4
CC1CCCC(NC(=O)CN2CCN(S(=O)(=O)c3ccc(Br)s3)CC2)C1C (stereo unspecified),2.4,·,-5,13,0.4,2,-3,·,·,1.1
NC(=O)c1ccc(Oc2ccc3ccc(=O)oc3c2)c([N+](=O)[O-])c1,1.2,11,-15,-1,-1.4,2,5,-7,0,0.2
C/C(=N\Nc1ccc(Cl)c(C(=O)O)c1)c1ccccn1,-2.6,-6,·,-4,-0.2,·,5,1,-1,0.7
CCCn1nnnc1NCc1ccc(N(C)C)cc1,-1.0,5,3,3,·,-14,-1,-2,1,-0.2
CCc1nc2ccc(C(=O)NCc3ccccc3OC)cn2c1N(CCC(C)C)CCN(C)C,0.1,·,·,-1,-0.4,-8,·,·,·,·
O=C(COC(=O)CCc1c[nH]c2ccccc12)NCc1ccccc1,0.4,-7,2,-1,-0.3,2,4,5,-7,-0.2
Nc1nnc(SCc2ccc([N+](=O)[O-])cc2)s1,0.8,18,0,5,i,0,2,-4,4,-1.1
COc1ccccc1OCCSc1nc2ccccc2n1CCC(=O)O,0.1,-10,-6,10,0.9,15,4,4,0,-0.1
O=C(O)C(c1ccccc1)N1CCCCC1 (stereo unspecified),0.3,4,1,1,-0.2,0,0,11,-2,-1.1
CSc1nc2ncncc2[nH]1,0.5,·,-4,-1,1.0,-2,1,·,·,-0.6
CC(=O)N1CCc2cc(Br)cc(S(=O)(=O)NCc3ccc(Cl)cc3)c21,-2.5,-5,2,2,-0.4,-2,9,0,2,-1.4
COc1ccc(Cc2nnc(SCC(=O)Nc3ccccc3C)n(N)c2=O)cc1,2.0,·,7,-3,4.2,-5,5,1,·,1.1
Cc1cccc(C)c1NC(=O)Nc1nc(C(N)c2ccccc2Cl)cs1 (stereo unspecified),0.1,·,·,3,-0.3,-1,·,·,·,·
O=C(CSCc1ccccc1)N1CCN(S(=O)(=O)c2cccc(F)c2)CC1,1.6,·,-19,15,i,-1,0,14,·,-0.4
CCCn1c(CN(C)Cc2ccccc2)nc2c1c(=O)n(C)c(=O)n2C,·,26,-8,10,i,-1,-1,-1,-1,-0.4
CC(C)c1nc(C(=O)N2CCc3c([nH]c4ccccc34)C2c2ccccn2)cs1 (stereo unspecified),3.6,3,12,0,-0.2,-9,-6,-12,-1,3.7
Cn1c(=O)c2ccccc2n(CC(=O)Nc2ccc3c(c2)OCCO3)c1=O,1.3,26,8,6,i,-3,-1,10,6,-1.0
CCCOc1cccc(-c2cc(-c3n[nH]c(=S)n3CC)c3ccccc3n2)c1,1.3,14,11,29,i,-2,4,-10,4,6.9
N#Cc1c(NCc2ccccc2)ccnc1Cl,-0.3,·,8,-1,-0.3,-4,-8,10,·,0.3
CCOC(=O)C1CCCN(C(=O)COc2ccc(C(=O)c3ccc(F)cc3)cc2)C1 (stereo unspecified),-2.3,·,2,26,i,2,-4,0,·,1.5
CCC1CCCCN1S(=O)(=O)c1ccc(S(=O)(=O)N2CCN(S(=O)(=O)CC)CC2)cc1 (stereo unspecified),·,28,-9,9,i,0,-1,-14,0,-0.9
CCCOc1ccccc1N/C(=N\S(=O)(=O)c1ccc(C)cc1)Nc1nc(C)cc(C)n1,·,·,·,20,-0.2,-1,1,-1,0,-0.4
CC1CCCN(C(=O)Nc2ccc(Br)cc2Cl)C1 (stereo unspecified),0.4,6,2,9,-0.2,2,1,-8,6,-0.7
C=CCC[C@@H](Cc1ccc(F)cc1)C(=O)OC[C@H](C)NC(=O)[C@H](CC=C)CC(=O)N(CCO)Cc1ccccc1,-0.6,·,-12,15,i,-8,3,2,·,?
O=[N+]([O-])c1cccc2ccc(/C=C/c3ccc(C(F)(F)F)cc3)nc12,1.3,-18,4,-8,-0.2,0,5,-15,3,5.4
O=C1C2CCCN2C(c2cccs2)N1c1ccc(Cl)cc1 (stereo unspecified),·,-6,3,-4,i,-2,0,0,-6,-1.3
CC(=O)c1ccc2cc3c(cc2c1)OCO3,-1.6,·,·,-7,-0.7,0,7,·,·,·
CN(C)C(=O)c1ccc(NC(=O)COC(=O)/C=C/c2cccs2)cc1,-2.9,·,-4,0,i,-4,-1,1,·,0.8
CC1C(=O)Nc2ccc(S(=O)(=O)Nc3ccccc3Br)cc2NC1=O (stereo unspecified),-8.0,29,-12,2,-0.2,-2,10,-3,-4,0.5
Cc1c(C)n(CCc2ccccc2)c2ncnc(NN)c12,1.0,6,9,-4,-0.6,0,0,1,1,-0.4
O=C(O)C(=Cc1ccccc1[N+](=O)[O-])c1ccccc1,1.1,·,-4,9,i,-2,6,·,·,-1.3
COc1cc2c(cc1NC(=O)c1ccccc1-c1ccccc1C(=O)O)-c1ccccc1C2,-1.6,·,·,13,-10,5,-1,·,·,·

# Molecules from the list above with an NH in an aromatic ring:
SMILES,TcdB inh,DUSP3 inh,PriA SSB inh,Y pestis TopoI,BH1578 lux ind,Anthrax LF inh2,MazEF act,Rv3671c protease,SARS 3CLpro inh,PfHsp40 rescue
O=C(NCCc1ccccn1)c1n[nH]c(=O)c2ccccc12,·,2,3,5,i,-1,6,0,-2,-0.2
O=C(COC(=O)CCc1c[nH]c2ccccc12)NCc1ccccc1,0.4,-7,2,-1,-0.3,2,4,5,-7,-0.2
CSc1nc2ncncc2[nH]1,0.5,·,-4,-1,1.0,-2,1,·,·,-0.6
CC(C)c1nc(C(=O)N2CCc3c([nH]c4ccccc34)C2c2ccccn2)cs1 (stereo unspecified),3.6,3,12,0,-0.2,-9,-6,-12,-1,3.7
CCCOc1cccc(-c2cc(-c3n[nH]c(=S)n3CC)c3ccccc3n2)c1,1.3,14,11,29,i,-2,4,-10,4,6.9

# Going on with the list:
SMILES,TcdB inh,DUSP3 inh,PriA SSB inh,Y pestis TopoI,BH1578 lux ind,Anthrax LF inh2,MazEF act,Rv3671c protease,SARS 3CLpro inh,PfHsp40 rescue
Cc1cccc(CSc2ncnc3c2cnn3Cc2ccccc2)c1,·,19,-42,0,-0.3,-7,-9,5,2,-0.2
Cc1cc(OC(C)C(=O)NCC2CCC(C(=O)O)CC2)c2c(C)c(C)c(=O)oc2c1 (stereo unspecified),1.3,-8,-2,1,-0.4,-8,-2,-2,-2,0.0
Cc1ccccc1CS(=O)(=O)CCC(=O)NCc1ccc(F)cc1Cl,-0.3,6,1,3,-0.2,-4,5,12,-3,-0.7
Cn1c(SCC(=O)NC(=O)NCc2ccccc2)nnc1C(F)(F)F,1.2,·,-7,7,i,-2,-1,8,·,0.2
CCC(C)(C)C1CCC(=NNC(=O)c2ccoc2C)CC1 (stereo unspecified),·,23,-6,-1,-7.1,-3,2,0,-2,-0.4
COc1cccc(C(=O)C2CCCN(Cc3ccc4nonc4c3)C2)c1 (stereo unspecified),0.4,13,-15,23,0.1,-2,2,4,4,0.3
COc1ccc(-c2noc(CCC(=O)NCc3cccnc3)n2)cc1OC,·,20,-21,-6,i,-3,-1,-6,-5,0.9
O=C(CNC(=O)c1ccc(Cl)cc1Cl)Nc1ccc(F)cc1,1.2,13,-5,2,-3.2,-3,9,-2,-4,0.8
CCOc1cccc(NC(=O)/C(C#N)=C\c2cccnc2)c1,0.0,19,4,1,i,0,-13,-3,2,-1.4
CCOC(=O)c1c(C)nc(-c2ccccc2)nc1NC(=O)C(C)C,·,18,-2,-6,i,-1,0,4,0,-1.4
Cc1nc2cc(Cl)c(Cl)cc2n1-c1ccccn1,0.6,·,-1,1,-7.1,-3,-1,3,·,0.0
Cc1nn(C)cc1S(=O)(=O)N1CCN(c2ccccc2F)CC1,-0.3,-4,-11,-2,-1.6,-3,0,-3,1,-0.8
CCCCCCCN1C(N(C)C)=NC[C@@H]1Cc1ccccc1,13*,·,0,11,0.6,-4,3,3,·,1.5
COc1ccc(-c2noc(CCC(=O)NC3CCCCCC3)n2)cc1,1.0,7,4,17,i,0,5,-3,2,-0.7
O=C(N/N=C/c1ccc2c(c1)OCO2)c1ccc(Cn2cc([N+](=O)[O-])cn2)o1,0.7,-11,·,-4,-0.2,0,3,2,2,0.2
COc1ccccc1Cc1nc(-c2ccc(Br)o2)no1,0.5,13,-51,11,-0.2,-2,4,-6,2,1.0
O=C(Nc1cccnc1Cl)c1cc(-c2cccc(Cl)c2)on1,-0.8,10,-1,1,-0.2,0,-2,-6,-1,-0.1
Cc1cccc(N2C(=O)NC3(CCCCC3)C2=O)c1,·,20,-12,0,i,-1,1,7,-5,-1.2
CC(C)NC(=O)N(C)C[C@@H]1Oc2cc(C#Cc3ccccn3)ccc2S(=O)(=O)N([C@@H](C)CO)C[C@H]1C,0.5&-0.1&0.2,·,·,6,-2.4,2,3,·,·,·
O=C(N/N=C/c1ccsc1)c1cc(O)cc(O)c1,·,23,·,-3,i,0,1,1,6,-0.5
O=C(c1cc2nc(C3CC3)cc(C(F)F)n2n1)N1CCOCC1,·,-19,-16,-3,-3.6,1,6,-2,-2,0.5
COC(=O)CC1=C(C(=O)OC)C(c2cccs2)C(C#N)=C(N)O1 (stereo unspecified),·,-4,0,-7,-0.4,-9,-6,4,2,0.0
O=C(NC(=O)c1ccccc1)OCC(F)(F)F,·,8,-14,2,-1.0,-1,3,1,-1,0.8
Cc1cc(F)ccc1S(=O)(=O)Nc1nc2ccccc2nc1Cl,0.8,7,-2,9,-0.2,-8,-15,4,2,0.0
O=C1NC(=S)NC(=O)C1=Cc1ccc(Br)s1,0.0,35,-1,-11,-0.7,2,12,4,3,2.3
CN1CCN(C(=O)CCN2C(=O)/C(=C\c3ccc(Cl)cc3Cl)SC2=S)CC1,1.0,14,13,-4,i,10,11,-36,3,-1.1
Fc1ccc(NC(=S)N2CCOCC2)c(F)c1,1.8,6,-8,3,-1.6,0,2,1,3,-0.9
COc1ccccc1NC(=O)N1CCN(S(C)(=O)=O)CC1,0.7,15,7,0,-0.2,-2,9,3,9,-0.5
COc1ccc(Cl)cc1N1C(=O)/C(=C/c2sccc2C)N=C1SCC(=O)NC1CC1,0.9,·,-2,8,-0.1,0,-14,·,·,·
COC(=O)[C@H](Cc1ccccc1)NC(=O)C1(OC(C)=O)CC(OC(C)=O)C(OC(C)=O)C(OC(C)=O)C1 (stereo partly specified),0.6,10,-7,-4,i,2,12,-7,1,0.7
O=C(Cn1c(=O)[nH]c2sc3c(c2c1=O)CCCC3)NCC1CCCO1 (stereo unspecified),-8.3,-10,-5,2,-0.5,-1,10,3,0,-1.0

# Assay outcomes deposited in PubChem BioAssay by several laboratories.

# Only part of the results is shown; rates above refer to the full screens.
